Mm-Cpn inhibitor: Inhibitors of TCP-1 ring complex (TRiC) of Methanococcus maripaludis (MmCpn): qHTS; 330,000 compounds, 0.031% hits; purified Mm-Cpn ATPase, ADP Transcreener TR-FRET; AID 504842, 2011; Chaperonin Mm-Cpn (Methanococcus maripaludis); Potency, µM (titrated, usually from 76.9 µM), for inactives: top-dose activity, negative = inhibition, hits mostly inhibitors; further: potency means the concentration at half of the fitted maximal effect; on the % scale 0 is the no-effect control and ±100 the full control effect; nearly all actives have a fitted effect of over 80% in size
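ATPase read-out: TR-FRET ADP immunoassay (anti-ADP Eu cryptate vs ADP-d2), ex 320 nm, em 590/665 nm; signal drops as ADP forms. Enzyme 25 nM, ATP 10 uM, 30 min at 37°C after 10 min compound preincubation.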
EPAC2 antag: qHTS for Antagonist of cAMP-regulated guanine nucleotide exchange factor 2 (EPAC2): primary screen; Rap guanine nucleotide exchange factor 4 (Homo sapiens), Q8WZA2; EPAC2 GEF exchange of Rap1B-BODIPY-GDP, fluorescence; Potency, µM (titrated, usually from 114 µM), for inactives: top-dose activity, negative = inhibition, most hits filed as inhibitors; 360,000 compounds, 0.18% hits; further: potency means the concentration at half of the fitted maximal effect; on the % scale 0 is the no-effect control and ±100 the full control effect; nearly all actives have a fitted effect of over 45% in size; many of its hits are not listed in these tables
PLK1 PBD inh: qHTS for Inhibitors of PLK1-PDB (polo-like kinase 1 - polo-box domain): Primary Screen; Serine/threonine-protein kinase PLK1 (Homo sapiens), P53350; Plk1 PBD binding of FITC phosphopeptide, fluorescence polarization; Potency, µM, without a hit: max response, negative = inhibition, hits mostly inhibitors; 360,000 compounds, 2.8% hits; further: potency means the concentration at half of the fitted maximal effect; series mostly up to about 57 µM; on the % scale 0 is the no-effect control and ±100 the full control effect; nearly all actives have a fitted effect of over 65% in size
Target sequence (P53350 whole entry, looked up, the tested form may be a part): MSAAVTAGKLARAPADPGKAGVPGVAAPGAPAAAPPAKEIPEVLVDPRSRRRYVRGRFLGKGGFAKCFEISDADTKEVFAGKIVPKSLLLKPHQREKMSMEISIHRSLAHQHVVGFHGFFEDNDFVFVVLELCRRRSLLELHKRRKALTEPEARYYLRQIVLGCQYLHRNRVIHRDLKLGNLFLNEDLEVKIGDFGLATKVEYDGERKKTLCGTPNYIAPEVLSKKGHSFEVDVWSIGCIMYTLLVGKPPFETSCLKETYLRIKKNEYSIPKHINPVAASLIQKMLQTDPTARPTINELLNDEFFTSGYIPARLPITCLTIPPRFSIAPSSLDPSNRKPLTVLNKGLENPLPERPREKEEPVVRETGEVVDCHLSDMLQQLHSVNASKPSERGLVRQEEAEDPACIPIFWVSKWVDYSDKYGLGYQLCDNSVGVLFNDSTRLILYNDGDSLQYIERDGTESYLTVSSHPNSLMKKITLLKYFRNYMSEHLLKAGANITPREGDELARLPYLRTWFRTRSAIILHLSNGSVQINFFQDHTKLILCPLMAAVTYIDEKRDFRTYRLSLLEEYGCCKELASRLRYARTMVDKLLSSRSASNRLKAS
WRN inhibitor: qHTS for Inhibitors of WRN Helicase | Bifunctional 3'-5' exonuclease/ATP-dependent helicase WRN (Homo sapiens), Q14191 | WRN helicase unwinding, fluorescent forked duplex, kinetic | Potency, µM (highest dose often 114 µM), for inactives: at the top dose activity change, negative = inhibition, most hits filed as inhibitors | 360,000 compounds, 0.46% hits; further: potency means the concentration at half of the fitted maximal effect; on the % scale 0 is the no-effect control and ±100 the full control effect; nearly all actives have a fitted effect of over 55% in size
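WRN at 20 nM final was preincubated with compound for 15 min at room temperature; reaction started with 100 nM forked duplex oligonucleotide carrying fluorophore and quencher plus 2 mM ATP (final). Unwinding followed kinetically by red fluorescence (ex 525/em 598 nm).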
CCT chaperon mod: High-Throughput Screening for Modulators of Cytosolic Chaperonin Activity; purified chaperonin ATPase assay, HTRF ADP detection, 30 min; activity change, % (no concentration beside the values), hits read low; 360,000 compounds, 0.3% hits; AID 651819, 2012; in the data active means activity change below about -30%; further: on the % scale 0 is the no-effect control and ±100 the full control effect
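ATPase activity: ADP formed was measured by HTRF Transcreener (665/615 nm ratio) after 30 min at 37 deg C with 10 uM ATP. Compounds screened at one 76 uM concentration against 40 or 20 nM TRiC in Tris pH 7.4/KCl/MgCl2/DTT buffer.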
EPAC1 antagonist: qHTS for Antagonist of cAMP-regulated guanine nucleotide exchange factor 3 (EPAC1): primary screen; EPAC1 GEF assay, Rap1b-BODIPY-GDP exchange fluorescence; Rap guanine nucleotide exchange factor 3 (Homo sapiens), O95398; 360,000 compounds, 0.14% hits; Potency, µM (highest dose often 115 µM), inactives show top-dose activity change, negative = inhibition, actives largely listed as inhibitors;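 further: potency means the concentration at half of the fitted maximal effect; plate controls were vehicle for no effect and positive control for full effect; nearly all actives have a fitted effect of over 50% in size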
EPAC1 ag: qHTS for Agonist of cAMP-regulated guanine nucleotide exchange factor 3 (EPAC1): primary screen; 360,000 compounds, 0.073% hits; Potency, µM (highest dose often 154 µM), for inactives: at the top dose activation, usual class: activators; AID 720707, 2013; EPAC1 agonist qHTS, biochemical assay; response scale: 100% = response to 6.5 mM cAMP; Rap guanine nucleotide exchange factor 3 (Homo sapiens), O95398; further: potency means the concentration at half of the fitted maximal effect; nearly all actives have a fitted effect of over 60% in size
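EPAC1 100 nM, Rap1B–BODIPY-GDP 250 nM, unlabeled GDP 50 uM; compound titration; 5 min RT; kinetic read ex480/em540 at 5-min intervals ×30 min; data normalized to 6.5 mM cAMP agonist control.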
PI5P4K alpha inh: qHTS for Inhibitors of phosphatidylinositol 5-phosphate 4-kinase (PI5P4K). AID 652105, 2013. max response, %. 330,000 compounds, 1.2% hits. PI5P4Kalpha enzyme, ADP-Glo luminescence, 60 min; hits give low values; active means max response of -50% or lower; inconclusive means between -30% and -50%; inactive means -30% or higher; further: value at the top dose of about 77 µM; on the % scale 0 is the no-effect control and ±100 the full control effect
Target sequence (P48426 whole entry, looked up): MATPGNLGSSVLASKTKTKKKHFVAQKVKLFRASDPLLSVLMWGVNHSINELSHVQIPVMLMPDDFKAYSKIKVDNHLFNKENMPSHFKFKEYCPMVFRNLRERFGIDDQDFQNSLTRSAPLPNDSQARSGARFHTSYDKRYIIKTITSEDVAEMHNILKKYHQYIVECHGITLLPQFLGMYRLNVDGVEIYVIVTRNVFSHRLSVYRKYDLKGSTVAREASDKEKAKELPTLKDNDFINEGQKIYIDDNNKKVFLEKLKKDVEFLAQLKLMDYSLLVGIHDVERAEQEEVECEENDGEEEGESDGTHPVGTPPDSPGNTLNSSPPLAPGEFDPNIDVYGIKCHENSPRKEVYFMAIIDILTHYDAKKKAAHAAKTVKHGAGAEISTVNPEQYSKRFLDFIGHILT
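Human PI5P4Kalpha with substrate in 0.038 M HEPES pH 7.4, 0.28 mM EGTA, 0.1% CHAPS, 5% DMSO; reaction started with 5 microM ATP (final), 60 min at room temperature. ADP formed read by ADP-Glo luminescence.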
Numbers without * were called inactive; ? = inconclusive; · = no result given; [ ] = remark or other dose. Unless noted, the call rests on the fitted dose curve; in most records, active means well fitted curve in the direction sought with a large enough effect; inconclusive means small, poorly fitted or top-dose-only effect, or another doubt; inactive means no such curve, though single readings can be large; an effect the other way counts as inactive or inconclusive.

canonical_smiles | Mm-Cpn inhibitor | EPAC2 antag | PLK1 PBD inh | WRN inhibitor | CCT chaperon mod | EPAC1 antagonist | EPAC1 ag | PI5P4K alpha inh
O=C(COC(=O)c1ccccc1C(=O)N1CCN(c2ccccc2)CC1)Nc1ccc(F)cc1 | 1% | -14% | -10% | 0%[57.1 µM] | 1.2 | -17% | 0% | -19
Cc1cc(C)c(S(=O)(=O)c2cccc(Br)c2C)c(=O)[nH]1 | 1% | 0% | 4% | -1% | 1.8 | 15% | -6% | 3
O=C(NCc1ccco1)C(c1ccccc1)N(C(=O)Cc1cccs1)c1cccnc1 (stereo not drawn) | -1% | 20% | -11% | 3% | 0.3 | -6% | 2% | -1
CCN1CCN(S(=O)(=O)c2ccc(S(=O)(=O)NC3CC3)cc2)CC1 | 0% | 6% | -1% | 10% | 2.5 | 4% | -5% | -11
COc1ccc(C2=NN(C3=NN=C(N)Cc4ncnn43)C(O)(C(F)(F)F)C2)cc1 (stereo not drawn) | -2% | -7% | -15% | -2% | 1.1 | 9% | 5% | -3
CCOC(=O)c1cc(NC(=O)C2C3CCC(O3)C2C(=O)O)cc(C(=O)OCC)c1 (stereo not drawn) | -5% | 16% | -3% | 9% | 0.7 | 13% | 10% | ·
COc1ccc(N2CCN(S(=O)(=O)c3ccc4c(c3)NC(=O)C(C)C(=O)N4)CC2)cc1 (stereo not drawn) | -2% | -2% | 2% | -10% | -2.4 | -3% | -13% | -2
O=C1C=CC(=O)N1c1ccc2c(c1)C(NC(=O)C(F)(F)F)c1ccccc1-2 (stereo not drawn) | · | -2% | 6.7µM* | 56µM* | -0.2 | 8% | -9% | ?
CN1CCN(c2ccc(S(=O)(=O)N3CCCCC3)cc2N)CC1 | 0% | 0% | 3% | 8% | 0.5 | 11% | -8% | 3
CCNCc1cc([N+](=O)[O-])ccc1OCC | -1% | 6% | -14% | -2% | -4.3 | -10% | 17% | 1
C[C@@H]1CN([C@@H](C)CO)C(=O)c2cc(Br)cnc2O[C@H]1CN(C)C(=O)c1ccccc1F | · | 5% | 0% | 0% | -12 | -2% | 1% | 0
COc1ccc(OC(=O)c2cnc3n(c2=O)CCS3)cc1 | -15% | 10% | -11% | -26% | 2.4 | -7% | -4% | 0
Nc1nc2nccc(-c3cccnc3)n2n1 | 0% | 10% | -13% | 3% | -2.6 | -6% | 2% | 1
CCCOc1ccc(N2C(=O)CC(NCCCN3CCC(C(N)=O)CC3)C2=O)cc1 (stereo not drawn) | · | 5% | -7% | 10% | -0.9 | 14% | -2% | 0
Cc1c(Nc2nc3ccccc3n3cnnc23)cccc1[N+](=O)[O-] | -1% | -7% | -6% | -4% | -4.3 | 6% | 13% | 1
CN(C1=NS(=O)(=O)N=C(N(C)c2ccccc2)O1)c1ccccc1 | · | 33%[activator] | -4% | -3% | 0.5 | -1% | -7% | 1
O=C(O)c1ccccc1NC(=O)C1CCN(S(=O)(=O)c2ccc3c(c2)OCCO3)CC1 | · | 7% | -9% | 1% | -0.2 | -6% | 0% | -11
COc1ccc(CN2CCCC(C(=O)N3CCCC3)C2)c(OC)c1 (stereo not drawn) | 0% | 0% | -7% | 4% | -1.4 | -8% | 5% | 0
Cc1nn(Cc2ccc(Cl)cc2)c(C)c1NC(=O)c1noc2c1CCCCC2 | 1% | -4% | 1% | -5% | -1.9 | -4% | 12% | ·
CN(C)Cc1c(O)c(Cl)cc2c3c(c(=O)oc12)CCCC3 | -9% | -11% | -16% | ? | 0.0 | -8% | 5% | ?
COc1ccc(NC(=O)CSc2nnc(-c3ccccn3)n2-c2ccccc2)cc1OC | 1% | 5% | 0% | 3% | 0.4 | 18% | 4% | ·
O=c1oc(-c2ccco2)nc2ccccc12 | 0% | 7% | -9% | -33% | -1.2 | 0% | 2% | 5
O=C1[C@H]2[C@@H](C(=O)N1c1cc(Cl)cc(Cl)c1)[C@]1(C(=O)Nc3ccccc31)N1CCC[C@@H]21 | -2% | -7% | -6% | -10% | -2.1 | -23% | 10% | ·
COc1ccc(-n2nc3c(c2NC(=O)C2CCCC2)CS(=O)C3)cc1 (stereo not drawn) | 0% | 0% | -8% | 2% | -5.5 | -1% | -13% | 1
O=C(Nc1cccc(C(F)(F)F)c1)c1cccnc1N1CCN(CCO)CC1 | -3% | 5% | -1% | 5% | 1.5 | -2% | 3% | 3
c1ccc(N2CCN(Cc3cn4ccccc4n3)CC2)cc1 | 0% | 5% | -7% | 0% | 1.5 | -4% | 3% | 0
Cc1ccc(NC(=O)c2cc(-c3ccccc3)nn2-c2ccccc2)c(Br)c1 | 1% | 6% | -1% | -22%[57.1 µM] | -2.4 | -6% | -3% | 23
O=C(c1cccs1)N1CCN(c2ccc([N+](=O)[O-])cc2F)CC1 | 2% | 5% | -4% | 1%[57.1 µM] | -0.3 | 32%[activator] | -9% | -4
CCc1nnc(NC(=O)c2ccc(COc3ccccc3C)o2)s1 | 0% | 5% | -10% | -7% | -1.4 | -20% | 8% | -2
CN(NC1OC(=O)c2ccccc21)c1c([N+](=O)[O-])cc(C(F)(F)F)cc1[N+](=O)[O-] (stereo not drawn) | 3% | -4% | -4% | -5% | -0.7 | 6% | -2% | -7

2 compounds drawn at random from the list so far:
canonical_smiles | Mm-Cpn inhibitor | EPAC2 antag | PLK1 PBD inh | WRN inhibitor | CCT chaperon mod | EPAC1 antagonist | EPAC1 ag | PI5P4K alpha inh
COc1ccc(-n2nc3c(c2NC(=O)C2CCCC2)CS(=O)C3)cc1 (stereo not drawn) | 0% | 0% | -8% | 2% | -5.5 | -1% | -13% | 1
O=C(c1cccs1)N1CCN(c2ccc([N+](=O)[O-])cc2F)CC1 | 2% | 5% | -4% | 1%[57.1 µM] | -0.3 | 32%[activator] | -9% | -4

Later entries:
canonical_smiles | Mm-Cpn inhibitor | EPAC2 antag | PLK1 PBD inh | WRN inhibitor | CCT chaperon mod | EPAC1 antagonist | EPAC1 ag | PI5P4K alpha inh
C/C(=N\NC(=O)c1nn(C)c(C)c1Br)c1ccc(NC(=O)c2ccoc2C)cc1 | -3% | 6% | 3% | -28%[57.1 µM] | -1.2 | 21% | -13% | -6
CN(Cc1c(C(=O)N/N=C/c2ccccc2O)nnn1-c1nonc1N)C1CCCCC1 | · | 5% | -9% | -1% | -2.6 | -11% | -3% | 3
Cc1cccc(-c2nc(C#N)c(N3CCC(C)CC3)o2)c1 | 2% | 6% | -6% | 8% | 1.8 | 23% | 8% | 6
CC(=O)Nc1ccc(SCC(=O)NC(=O)c2ccc(Cl)cc2)cc1 | · | 14% | ? | 12% | 0.1 | 7% | 6% | -20
C/C(Cc1ccccc1)=N\NC(=O)CNC(=O)c1ccccc1 | -1% | 1% | -9% | -5% | -2.0 | 7% | 4% | 0
CCC(C)[C@H](NC(=O)c1cn(CC)c2cc3c(cc2c1=O)OCO3)C(=O)NCCCn1ccnc1 (stereo partly drawn) | -3% | 2% | -6% | 14% | 1.7 | 27% | -2% | -8
COc1ccccc1N1CC(C)(C)C(=O)N(C(=O)c2ccc(Cl)cc2)C1=S | 0% | -13% | -4% | -10% | -6.1 | -18% | 4% | 5
O=C(CSc1nnc(CNC(=O)c2ccco2)o1)Nc1ccccc1 | -11% | 3% | -11% | -6% | 1.4 | 14% | 5% | -9
Cc1ccc(CNS(=O)(=O)c2cc3c(cc2C)NC(=O)CO3)cc1 | -1% | 8% | -10% | 3% | -1.0 | 16% | 4% | 5
O=C(CC1C(=O)NCCN1Cc1cccc(F)c1)NCCCOc1cccnc1 (stereo not drawn) | 1% | 2% | 24µM* | -6% | 0.1 | 25% | 4% | 0
O=C(c1cc2ccccc2cc1O)N1CCN(c2ccccc2O)CC1 | 1% | -11% | -3% | -6% | -1.6 | -26% | 3% | -25
CCN(CC)c1ccc(C=Nc2cccc(S(=O)(=O)N3CCOCC3)c2)c(O)c1 | 1% | -1% | 0% | 4% | -2.1 | -5% | 6% | 4
CCC(=O)C(C#N)(c1ccc(OC)c(OC)c1)C(C)C (stereo not drawn) | 3% | ? | -2% | 8% | -1.0 | 5% | -15% | 5
CCc1nnc(NC(=O)CSc2nnc(C)c(=O)n2N)s1 | 1% | -13% | -11% | -1% | -2.3 | -13% | 9% | -1
OCCCC1CCCCN1Cc1nc(Cc2ccccc2Cl)no1 (stereo not drawn) | -6% | 2% | -2% | 6% | -1.5 | 4% | -3% | 0
O=C1CC(c2ccccc2)CC(O)=C1C=NCc1ccc(Cl)cc1 (stereo not drawn) | 0% | 0% | 3% | -15% | -4.5 | 3% | 8% | ·
CS(=O)(=O)NCCNc1cc(Cl)ccc1[N+](=O)[O-] | 2% | -14% | -5% | -11% | 2.2 | -27% | 2% | 6
CCn1c2ccccc2c2cc(NC(=O)COC(=O)C3CCC(=O)N3)ccc21 (stereo not drawn) | -1% | 4% | -3% | 1% | -0.8 | -6% | 0% | -5
COC(=O)CN1C(=O)[C@H]2[C@@H](/C=C/c3ccccc3)N3C(=O)CN(Cc4ccccc4)C(=O)[C@@]3(Cc3ccccc3)[C@H]2C1=O | -1% | 4% | -1% | -6% | 1.7 | -17% | -4% | 3
CC1CCN(C(=O)CSc2nncn2C)CC1 | 0% | 8% | -1% | 5% | -2.2 | 6% | -5% | -3
O=CNc1cc(-c2ccc(C(=O)NC3CC3)cc2)cn2c(-c3ccccc3)cnc12 | · | -14% | -15% | -21% | -1.6 | -16% | -20% | -24
Cc1ccc(-c2nnn(CC(=O)N(Cc3ccccc3)C(C(=O)NC(C)(C)C)c3ccncc3)n2)o1 (stereo not drawn) | -1% | -3% | -6% | 6% | -4.0 | 10% | 1% | ·

Assay outcomes from PubChem BioAssay.

Only part of the results is shown; count on the stated rates, not on these rows.
